# Screening results deposited in PubChem by Sanford-Burnham Center for Chemical Genomics.
# MPTP inh: inhibitors of mitochondrial permeability transition pore; isolated mouse mitochondria, Ca2+ swelling absorbance, 30 min; inhibition, % at 10 µM; 360,000 compounds, 1.4% hits;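 active means inhibition of 50% or more, scaled per plate between neutral and stimulator controls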;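 further: 0% = DMSO wells given calcium and 100% = 1 mM EGTA wells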
# mIAP block: blocks mouse intestinal alkaline phosphatase. purified mouse IAP, CDP-Star luminescence, 30 min. inhibition, % at 10 µM. 330,000 compounds, 0.2% hits;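 active means inhibition of at least 40% at 10 µM in the primary screen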;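 further: plate controls were DMSO with enzyme for no effect and no enzyme wells for full effect; values of inactives mirror those of a sister screen read the other way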
# mIAP act: mouse IAP activation; muIAP, CDP-Star luminescence, 30 min; hits give high values; 1 = vehicle-only enzyme signal, 0 = enzyme-free wells; activation factor at 10 µM; 330,000 compounds, 0.24% hits; AID 2805;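 active means activation factor of at least 2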; further: the source names both 10 and 20 µM as test concentration; values of inactives mirror those of a sister screen read the other way
#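 also added = chemiluminescent substrate CDP-Star | test system = mouse IAP enzyme | signal = chemiluminescence readout | compound = DMSO-dissolved test compounds | incubation = 30 min at room temperature | benchmarks = DMSO wells, no-enzyme wells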
# A3A deaminase: human APOBEC3A DNA deaminase inhibition. P31941. recombinant A3A, FAM/TAMRA ssDNA deamination fluorescence. inhibition, % at 20 µM. 330,000 compounds, 0.41% hits. AID 493011;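 active means at least 40% inhibition at 20 µM here, with at most 30% in a related deaminase screen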;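 further: plate controls were A3A with DMSO for no effect and wells lacking A3A enzyme for full effect; some results filed as inactive read as strong as hits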
# hIAP activ: increases human intestinal alkaline phosphatase activity. P09923. activation factor at 10 µM. purified human IAP, CDP-Star luminescence, 30 min; hits give high values; 1 = vehicle-only enzyme, 0 = enzyme-free background. 330,000 compounds, 0.16% hits;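 active means activation factor of the enzyme at least 2-fold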; further: the source names both 10 and 20 µM as test concentration; values of inactives mirror those of a sister screen read the other way
# Target sequence (P09923 whole entry, looked up): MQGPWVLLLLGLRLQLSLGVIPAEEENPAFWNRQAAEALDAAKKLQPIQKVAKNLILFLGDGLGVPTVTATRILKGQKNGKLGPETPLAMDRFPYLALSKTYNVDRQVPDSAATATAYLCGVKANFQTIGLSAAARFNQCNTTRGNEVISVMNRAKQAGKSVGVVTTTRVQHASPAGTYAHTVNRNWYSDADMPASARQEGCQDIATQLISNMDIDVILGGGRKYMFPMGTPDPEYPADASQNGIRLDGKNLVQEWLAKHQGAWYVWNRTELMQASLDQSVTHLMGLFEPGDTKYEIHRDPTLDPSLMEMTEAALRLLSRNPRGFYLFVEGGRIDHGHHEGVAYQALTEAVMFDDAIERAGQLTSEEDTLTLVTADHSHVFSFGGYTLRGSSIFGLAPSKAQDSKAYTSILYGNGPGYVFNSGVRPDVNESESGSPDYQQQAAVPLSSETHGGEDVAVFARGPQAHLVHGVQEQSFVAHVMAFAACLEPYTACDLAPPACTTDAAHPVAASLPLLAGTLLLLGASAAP
# MIN6 prolif: inducers of beta-cell replication in MIN6 cells; 330,000 compounds, 0.29% hits; MIN6 cells proliferation, ATPlite luminescence, 48 h; cells starved in 0.2% serum; 100% = growth in 10% serum; proliferation, % at 10 µM;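 active means compounds whose signal lies at least 3.5 SD above the mean of all wells on their plate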;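 further: 0% = DMSO-treated cells in low-serum medium and 100% = 10% serum control; some compounds called inactive have numbers as strong as hits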
# A3G deaminase: APOBEC3G (human) deaminase inhibition | Q9HC16 | recombinant A3G, ssDNA deamination FAM/TAMRA fluorescence | inhibition, % at 20 µM | 330,000 compounds, 0.28% hits | AID 493012;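 active means inhibition of at least 40% at 20 µM, with no more than 30% in the related APOBEC3A deaminase screen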;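 further: plate controls were DMSO wells with A3G for no effect and wells lacking A3G enzyme for full effect; some compounds called inactive have numbers as strong as hits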
# hIAP block: blocks human intestinal alkaline phosphatase; 330,000 compounds, 0.12% hits; inhibition, % at 10 µM; AID 2544; purified IAP, CDP-Star luminescence, 30 min;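 active means inhibition reaching a set limit with compound at 10 µM in the primary screen, cut at about 35% in these data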;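 further: plate controls were DMSO wells with enzyme for no effect and no-enzyme buffer wells for full effect; values of inactives mirror those of a sister screen read the other way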
# ATG4B inh: ATG4B (human) cysteine protease inhibition; Q9Y4P1; inhibition, % at 8.33 µM; 340,000 compounds, 0.51% hits; ATG4B cleavage of LC3-PLA2, NBD-HPC fluorescence, 1 h; in the data active means inhibition above about 40%
# Target sequence (Q9Y4P1 whole entry, looked up): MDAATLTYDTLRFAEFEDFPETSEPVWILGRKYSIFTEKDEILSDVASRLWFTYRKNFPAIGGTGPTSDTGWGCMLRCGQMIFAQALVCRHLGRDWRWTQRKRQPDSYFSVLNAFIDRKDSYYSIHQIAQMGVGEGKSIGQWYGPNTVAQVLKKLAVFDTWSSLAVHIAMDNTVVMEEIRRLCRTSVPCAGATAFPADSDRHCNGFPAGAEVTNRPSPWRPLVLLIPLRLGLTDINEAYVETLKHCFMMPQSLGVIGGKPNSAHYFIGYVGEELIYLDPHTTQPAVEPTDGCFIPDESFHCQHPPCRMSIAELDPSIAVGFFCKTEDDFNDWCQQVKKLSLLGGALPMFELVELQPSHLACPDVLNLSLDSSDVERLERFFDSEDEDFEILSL
# * = called active by the depositor; . = not tested or not shown.
(1) CNC(=O)COc1coc(CN2CCN(C(=O)c3ccco3)CC2)cc1=O
(2) CC(C)N(Cc1ccccc1)C(=O)CN1C(=O)NC(Cc2ccccc2)(c2ccccc2)C1=O (centres undefined)
(3) N#Cc1nc(Nc2cc(F)cc(F)c2)c2ncn(CC(F)F)c2n1
(4) COC(=O)c1ccc(C23CC4(C2)[C@H](CN(Cc2ccc(-c5ccccc5)cc2)[C@@H]4c2ccccc2)C3c2ccccc2)cc1 (some centres undefined)
(5) CCCCN(C(=O)C1CCC1)c1c(N)n(CCC)c(=O)[nH]c1=O
(6) O=C(CCC(=O)c1ccc(Br)cc1)Nc1cccc(C(F)(F)F)c1
(7) Cn1c(=O)c2c(nc(Cl)n2Cc2ccc(Cl)c(Cl)c2)n(C)c1=O
(8) COc1cccc2[nH]c3c(Cl)ncnc3c12
(9) Cc1ccc(N2C(=O)CC(N3CCN(c4ccccn4)CC3)C2=O)cc1 (centres undefined)
(10) O=C(Nn1cnnc1)c1cc(-c2cccc(Br)c2)nc2ccccc12

Screen / compound no.	1	2	3	4	5	6	7	8	9	10
MPTP inh	0.0	0.7	-0.7	3.3	-0.8	-14	1.3	-1.6	-0.1	-0.3
mIAP block	-2	5	2	4	-1	14	1	4	7	5
mIAP act	1	0.95	0.98	0.96	1	0.86	0.99	0.96	0.93	0.95
A3A deaminase	1	5	1	-1	1	2	0	9	-1	4
hIAP activ	1.1	1	1	0.98	0.9	0.97	1.1	1.1	0.92	0.96
MIN6 prolif	1	-3	2	-5	-2	-2	-2	0	-1	-4
A3G deaminase	-1	5	4	-7	-5	-3	-7	1	-7	-5
hIAP block	-8	0	-4	2	10	3	-6	-7	8	4
ATG4B inh	1	3	2	-2	-11	6	3	-6	-16	-1

# A different layout for 10 compounds above:
No. | SMILES | MPTP inh | mIAP block | mIAP act | A3A deaminase | hIAP activ | MIN6 prolif | A3G deaminase | hIAP block | ATG4B inh
1 | CNC(=O)COc1coc(CN2CCN(C(=O)c3ccco3)CC2)cc1=O | 0.0 | -2 | 1 | 1 | 1.1 | 1 | -1 | -8 | 1
2 | CC(C)N(Cc1ccccc1)C(=O)CN1C(=O)NC(Cc2ccccc2)(c2ccccc2)C1=O (centres undefined) | 0.7 | 5 | 0.95 | 5 | 1 | -3 | 5 | 0 | 3
3 | N#Cc1nc(Nc2cc(F)cc(F)c2)c2ncn(CC(F)F)c2n1 | -0.7 | 2 | 0.98 | 1 | 1 | 2 | 4 | -4 | 2
4 | COC(=O)c1ccc(C23CC4(C2)[C@H](CN(Cc2ccc(-c5ccccc5)cc2)[C@@H]4c2ccccc2)C3c2ccccc2)cc1 (some centres undefined) | 3.3 | 4 | 0.96 | -1 | 0.98 | -5 | -7 | 2 | -2
5 | CCCCN(C(=O)C1CCC1)c1c(N)n(CCC)c(=O)[nH]c1=O | -0.8 | -1 | 1 | 1 | 0.9 | -2 | -5 | 10 | -11
6 | O=C(CCC(=O)c1ccc(Br)cc1)Nc1cccc(C(F)(F)F)c1 | -14 | 14 | 0.86 | 2 | 0.97 | -2 | -3 | 3 | 6
7 | Cn1c(=O)c2c(nc(Cl)n2Cc2ccc(Cl)c(Cl)c2)n(C)c1=O | 1.3 | 1 | 0.99 | 0 | 1.1 | -2 | -7 | -6 | 3
8 | COc1cccc2[nH]c3c(Cl)ncnc3c12 | -1.6 | 4 | 0.96 | 9 | 1.1 | 0 | 1 | -7 | -6
9 | Cc1ccc(N2C(=O)CC(N3CCN(c4ccccn4)CC3)C2=O)cc1 (centres undefined) | -0.1 | 7 | 0.93 | -1 | 0.92 | -1 | -7 | 8 | -16
10 | O=C(Nn1cnnc1)c1cc(-c2cccc(Br)c2)nc2ccccc12 | -0.3 | 5 | 0.95 | 4 | 0.96 | -4 | -5 | 4 | -1

# Other entries
(11) CC1CCN(S(=O)(=O)c2ccc(NC(=O)C3CCN(C(=O)c4ccco4)CC3)cc2)CC1
(12) COc1ccc(C(OC(=O)c2ccco2)C(=O)NCc2ccc(C)cc2)cc1 (centres undefined)
(13) CN(C(=O)COC(=O)c1nn(C)c(=O)c2ccccc12)c1c(N)n(Cc2ccccc2)c(=O)[nH]c1=O
(14) N#Cc1ccccc1NC(=O)COC(=O)/C=C/c1ccc(S(=O)(=O)N2CCOCC2)cc1
(15) Cn1cc(C(=O)c2ccc(Cl)cc2)cc1-c1nc2ccccc2n1C
(16) CCNc1nc(CSc2ccccc2)nc2sc(C)c(C)c12
(17) Cc1nnc(SCc2cc(=O)[nH]c(/N=C(\N)Nc3ccccc3Sc3ccccc3)n2)s1
(18) Cc1ccc(C)c(N2CCN(C(=O)CCS(=O)(=O)c3ccc4c(c3)NC(=O)C(C)S4)CC2)c1 (centres undefined)
(19) CCN(CC(=O)Nc1ccc2c(c1)OCCO2)CC(=O)Nc1ccc(C)c(S(=O)(=O)N(C)C)c1
(20) O=C(O)CN1C(=O)/C(=C\c2cccc(OCc3ccccc3)c2)SC1=S

Screen / compound no.	11	12	13	14	15	16	17	18	19	20
MPTP inh	0.7	0.3	0.2	-1.3	-1.1	1.1	-4.0	4.4	1.3	1.7
mIAP block	-9	-3	-3	8	-11	3	-32	5	-20	7
mIAP act	1.1	1	1	0.92	1.1	0.97	1.3	0.95	1.2	0.93
A3A deaminase	1	-1	0	2	-3	1	-3	-3	-3	4
hIAP activ	0.82	1	1.1	0.97	1.1	1.1	1.8	0.83	1	0.84
MIN6 prolif	0	-3	-4	-2	-3	-1	-2	-4	-3	-5
A3G deaminase	-3	-2	-9	-6	-4	-7	-11	-1	-4	0
hIAP block	18	-3	-14	3	-14	-5	-82	17	-4	16
ATG4B inh	-2	-6	1	-17	-1	45*	-8	-5	-8	12

(21) COc1ccc(N(CC(=O)NCc2ccc(F)cc2)C(=O)c2snc(C(N)=O)c2N)cc1OC
(22) COc1ccc(CCn2c(=S)[nH]c3ccc(N4CCOCC4)cc3c2=O)cc1OC
(23) Cc1cnc(NC(=O)C(C)N2C(=O)C3CC=CCC3C2=O)s1 (centres undefined)
(24) O=[N+]([O-])c1ccc(SCCO)nc1SCCO
(25) C=CCOc1ccc(C2C(C#N)=C(N)N(Nc3ccccc3)C3=C2C(=O)CC(C)(C)C3)cc1OC (centres undefined)
(26) NS(=O)(=O)c1ccc(NCc2cc(Cl)ccc2OCc2ccc(F)cc2)cc1
(27) CCCn1c(C)nnc1SCC(=O)NC1CCCCC1
(28) Cc1cc(/C=C2/C(=N)N3C(=NC2=O)SN=C3S(C)(=O)=O)c(C)n1-c1ccccc1F
(29) Cc1ccc(S(=O)(=O)N2CC=C(C(=O)NCCC(C)C)CC2)cc1
(30) COc1ccc2c(c1)C(C)CC(C)(C)N2C(=O)NC1CCCCC1 (centres undefined)

Screen / compound no.	21	22	23	24	25	26	27	28	29	30
MPTP inh	-1.9	-1.5	-0.7	3.6	-8.8	13	-0.1	33	0.2	-0.2
mIAP block	-7	9	20	7	-10	-65	2	12	-9	-10
mIAP act	1.1	0.91	0.81	0.93	1.1	1.7	0.98	0.88	1.1	1.1
A3A deaminase	-3	7	-2	-1	-4	-1	0	-4	5	0
hIAP activ	0.93	0.89	0.99	1	1.1	0.98	1	0.81	1.1	0.91
MIN6 prolif	0	-2	-3	3	-2	-4	1	-5	0	3
A3G deaminase	-15	1	-7	-7	-6	-2	-4	-8	1	-3
hIAP block	7	11	1	-2	-8	2	-1	19	-15	9
ATG4B inh	10	-9	-5	4	8	-2	-5	16	-2	-2

(31) COCCOC(=O)c1cc(C(=O)c2cc(F)ccc2O)coc1=N
(32) CCN(CC)C(=O)C1=C(C)Nc2ncnn2C1c1cccnc1 (centres undefined)
(33) COc1cc(NS(=O)(=O)c2ccc(N/C=C(\C=O)c3nc4ccccc4o3)cc2)nc(OC)n1
(34) COc1ccccc1-c1nc(SCC(=O)O)n[nH]1
(35) O=C1C(Cl)=C(NC(=O)c2ccccc2)C(=O)C(Cl)=C1NC(=O)c1ccccc1
(36) COc1ccccc1OCCOC(=O)Nc1ccccc1
(37) O=c1[nH]cnc2cc(Cl)ccc12
(38) COc1ccc2cc(C(=O)NCCO)sc(=O)c2c1OC
(39) CN(C)C(=O)CCc1ccc2c3c([nH]c2c1)[C@]1(C)[C@@H](C(=O)N2CCCCC2)C[C@H](CC(=O)NCCN2CCOCC2)C(=O)N1CC3
(40) N#Cc1c(NC(=O)C(=O)NCCCN2CCOCC2)sc2c1CCC2

Screen / compound no.	31	32	33	34	35	36	37	38	39	40
MPTP inh	5.2	-1.7	2.7	-1.9	0.8	-1.4	-0.9	0.1	0.4	-0.3
mIAP block	-2	10	-6	7	-5	-6	23	9	-20	-11
mIAP act	1	0.9	1.1	0.93	1	1.1	0.77	0.91	1.1	1.1
A3A deaminase	-6	-1	-2	-1	2	0	3	-3	3	0
hIAP activ	0.96	1	1.1	1.1	0.95	0.95	0.97	0.95	.	0.98
MIN6 prolif	1	-2	-2	0	-6	0	-1	-3	.	-3
A3G deaminase	-8	-3	-3	0	86*	-5	0	-2	6	11
hIAP block	4	-1	-11	-6	5	5	3	4	.	2
ATG4B inh	-9	4	-9	-2	10	-6	0	-7	0	2

(41) CC1CN(c2cc(=O)n(-c3cccc(Br)c3)c(=O)[nH]2)CC(C)O1 (centres undefined)
(42) Cc1cc(NC(=O)CSc2nnc(C)n2-c2ccccc2)no1
(43) COc1ccc(Cl)cc1NC(=O)C(C)N(C)Cc1ccc(C(F)(F)F)cc1 (centres undefined)
(44) COc1ccccc1NC(=O)c1ccc2c(c1)C(=O)N(Cc1ccco1)C2=O
(45) Cc1nn(CC(=O)NCCc2cccs2)c(=O)c2nn(-c3ccccc3)c(C)c12
(46) CCCCSc1nc(O)cc(=O)n1CC
(47) N#Cc1nc(-c2ccc(OCc3ccc(Cl)cc3)cc2)oc1N1CCOCC1
(48) O=c1cc(-c2ccccc2Cl)oc2c(NS(=O)(=O)c3ccccc3C(F)(F)F)ccc(O)c12
(49) COc1ccc(-c2nc[nH]c2[N+](=O)[O-])cc1
(50) O=C(CNC(=O)C1CCCCC1)NC1CCCCC1
(51) CCOC(=O)C1=C(C)N(CCCC(=O)NCc2ccc3c(c2)OCO3)C(=O)NC1c1ccc(Br)cc1 (centres undefined)
(52) CCCNC(=O)c1ccc2nc(-c3ccccc3)c(-c3ccccc3)nc2c1
(53) CSc1cccc(NC(=O)C2CCCN2S(=O)(=O)c2ccc(Br)s2)c1 (centres undefined)

Screen / compound no.	41	42	43	44	45	46	47	48	49	50	51	52	53
MPTP inh	-1.1	0.1	5.0	-0.7	1.1	0.2	2.1	2.3	-1.7	3.2	.	1.6	-4.0
mIAP block	9	6	13	0	-2	-6	2	34	-5	-3	-12	19	-8
mIAP act	0.91	0.94	0.87	1	1	1.1	0.98	0.66	1.1	1	1.1	0.81	1.1
A3A deaminase	-2	3	3	-3	-1	-11	-2	-3	-4	-8	2	2	-10
hIAP activ	0.97	0.92	0.95	1.1	0.94	1.1	0.88	0.95	0.95	1.1	0.95	1.1	0.98
MIN6 prolif	0	-3	-3	3	-2	-3	-3	-7	1	0	2	-1	-4
A3G deaminase	0	-5	-2	-6	2	-5	-3	-14	-16	-7	-3	-1	-10
hIAP block	3	8	5	-13	6	-7	12	5	5	-10	5	-6	2
ATG4B inh	-4	10	6	11	5	-20	-7	42*	4	-6	-17	4	8

# Not a hit list; overall some 3.3% were active at least once.
